NALP3 yeast inh = blocks the NALP3 inflammasome reconstituted in yeast; Yeast reconstituted NLRP3/ASC/caspase-1, beta-gal luminescence, 24 h; inhibition, % at 10 µM; 0.39% of 330,000 active; AID 2825;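 active means inhibition of 50% or more; inactive means inhibition below 50%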;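 further: plate controls were induced DMSO wells for no effect and uninduced yeast grown without galactose for full effect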
mIAP act = mouse IAP activation; muIAP, CDP-Star luminescence, 30 min; hits give high values; 1 = vehicle-only enzyme signal, 0 = enzyme-free wells; activation factor at 10 µM; 0.24% of 330,000 active;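 active means activation factor of at least 2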; further: the source names both 10 and 20 µM as test concentration; values of inactives mirror those of a sister screen read the other way
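Assay system: mouse IAP enzyme; Reagent: CDP-Star chemiluminescent phosphatase substrate; Compound: DMSO-dissolved test compounds; Incubation: 30 min, room temperature; Technique: luminescence from enzymatic CDP-Star hydrolysis; Controls: DMSO-only wells and no-enzyme negative control.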
mIAP inh = blocks mouse intestinal alkaline phosphatase; purified mouse IAP, CDP-Star luminescence, 30 min; 0.2% of 330,000 active; AID 2806; inhibition, % at 10 µM;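 active means inhibition of at least 40% at 10 µM in the primary screen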;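 further: plate controls were DMSO with enzyme for no effect and no enzyme wells for full effect; values of inactives mirror those of a sister screen read the other way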
Apaf-1 inh = human Apaf-1 inhibition | O14727 | reconstituted apoptosome caspase-3 activity, DEVD-Rh110 fluorescence | inhibition, % at 20 µM | 0.71% of 330,000 active | AID 489030; active means inhibition of at least 40% at 20 µM;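 further: plate controls were DMSO wells for no effect and DEVD-CHO caspase inhibitor wells for full effect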
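System: reconstituted apoptosome with Apaf-1, cytochrome c, caspase-9, procaspase-3, dATP; Signal: Rh110 fluorescence intensity; Schedule: 30 min compound preincubation, 50 min activation, room temperature; Reagent: cytochrome c trigger plus (Z-DEVD)2-Rh110 caspase-3 substrate.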
tim10-1 inh = growth inhibitors of tim10-1 mutant yeast. S. cerevisiae tim10-1 ts strain growth, BacTiter-Glo, 24 h. 2.2% of 330,000 active. inhibition, % at 20 µM;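 active means inhibition of at least 40%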;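 further: mutant grown at 25 °C; 0% = DMSO wells with yeast and 100% = wells holding no yeast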
hIAP inh = human IAP inhibition | inhibition, % at 10 µM | P09923 | purified IAP, CDP-Star luminescence, 30 min | AID 2544 | 0.12% of 330,000 active;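 active means inhibition reaching a set limit with compound at 10 µM in the primary screen, cut at about 35% in these data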;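 further: plate controls were DMSO wells with enzyme for no effect and no-enzyme buffer wells for full effect; values of inactives mirror those of a sister screen read the other way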
Target sequence (P09923 whole entry, looked up): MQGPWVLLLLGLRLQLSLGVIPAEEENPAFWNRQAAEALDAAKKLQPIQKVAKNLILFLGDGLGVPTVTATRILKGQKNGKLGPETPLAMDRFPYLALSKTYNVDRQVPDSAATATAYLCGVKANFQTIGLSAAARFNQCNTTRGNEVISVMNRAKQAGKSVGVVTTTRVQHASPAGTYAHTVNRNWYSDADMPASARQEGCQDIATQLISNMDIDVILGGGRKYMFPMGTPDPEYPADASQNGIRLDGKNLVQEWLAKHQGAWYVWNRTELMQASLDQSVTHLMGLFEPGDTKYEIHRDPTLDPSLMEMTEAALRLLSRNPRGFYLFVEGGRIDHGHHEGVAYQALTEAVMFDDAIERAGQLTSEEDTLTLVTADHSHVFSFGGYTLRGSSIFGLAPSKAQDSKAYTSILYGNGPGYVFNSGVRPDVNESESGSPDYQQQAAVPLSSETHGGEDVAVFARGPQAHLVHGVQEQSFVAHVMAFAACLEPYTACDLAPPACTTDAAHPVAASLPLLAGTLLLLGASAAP
TIM10 inh = growth inhibitors of TIM10 yeast strain; S. cerevisiae TIM10 strain growth, BacTiter-Glo luminescence, 24 h; inhibition, % at 10 µM; 1.4% of 330,000 active; AID 463195;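 active means inhibition of 40% or more at the single tested concentration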;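 further: wild-type TIM10 isogenic control strain grown at permissive 25 °C; 0% = DMSO yeast wells and 100% = minimal medium wells without yeast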
ATG4B inh = blocks human ATG4B protease cleavage of LC3 substrate; ATG4B cleavage of LC3-PLA2, NBD-HPC fluorescence, 1 h; 0.51% of 340,000 active; Q9Y4P1; AID 504462; inhibition, % at 8.33 µM; in the data active means inhibition above about 40%
Target sequence (Q9Y4P1 whole entry, looked up): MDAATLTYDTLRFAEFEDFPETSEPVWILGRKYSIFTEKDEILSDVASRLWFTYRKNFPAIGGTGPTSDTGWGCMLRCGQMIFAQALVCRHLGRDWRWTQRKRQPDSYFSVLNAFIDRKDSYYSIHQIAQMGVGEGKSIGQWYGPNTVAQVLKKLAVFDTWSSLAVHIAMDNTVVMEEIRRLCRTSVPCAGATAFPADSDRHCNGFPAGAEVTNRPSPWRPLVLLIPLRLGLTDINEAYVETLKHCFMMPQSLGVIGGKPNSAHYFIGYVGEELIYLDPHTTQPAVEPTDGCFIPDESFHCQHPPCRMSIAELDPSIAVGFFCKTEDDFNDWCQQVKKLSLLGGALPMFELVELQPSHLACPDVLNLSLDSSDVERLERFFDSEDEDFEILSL
hIAP act = increases human intestinal alkaline phosphatase activity. 0.16% of 330,000 active. P09923. purified human IAP, CDP-Star luminescence, 30 min; hits give high values; 1 = vehicle-only enzyme, 0 = enzyme-free background. activation factor at 10 µM. AID 2524;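 active means activation factor of the enzyme at least 2-fold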; further: the source names both 10 and 20 µM as test concentration; values of inactives mirror those of a sister screen read the other way
The depositor's hits bear a star; · = no result given. Outcome played no part in choosing rows; any-hit rate near 4.5%.

compound,NALP3 yeast inh,mIAP act,mIAP inh,Apaf-1 inh,tim10-1 inh,hIAP inh,TIM10 inh,ATG4B inh,hIAP act
CN(C)CCCNC(=S)NCCNc1nc2cc3c(cc2cc1C#N)OCO3,19,1.1,-7,-2,10,-12,3,3,1.1
CN1CCN(C(=O)C2CCC(CNS(=O)(=O)c3cccc4cccnc34)CC2)CC1 (centres undefined),8,0.94,6,-5,7,4,3,-11,0.96
O=c1[nH]nc(Cc2ccc(Cl)cc2Cl)c2ccccc12,-6,0.99,1,9,18,20,5,-14,0.8
O=C(CN1C(=O)c2ccccc2S1(=O)=O)Nc1ncccn1,-2,1.1,-8,3,-5,-17,-8,7,1.2
O=C(COc1ccc2oc(-c3ccccc3)cc(=O)c2c1)Nc1ccccc1,20,0.97,3,-18,10,-20,-1,0,1.2
Cc1nn(Cc2ccc(F)cc2)c(C)c1NC(=O)c1cccnc1Cl,8,0.88,12,-2,-1,-2,-10,0,1
Cc1cccc(C(=O)OCC(=O)NC(C)CCc2ccccc2)c1 (centres undefined),20,0.92,8,-1,20,-4,-9,-5,1
CS(=O)(=O)c1ccc(Cl)c(NC(=O)COC(=O)C23CC4CC(CC(C4)C2)C3)c1,-13,0.94,6,7,-9,5,-3,-10,0.95
N#CC1(P(=O)(c2ccccc2)c2ccccc2)CCCC1,2,1,-1,-3,25,-2,7,3,1
Cc1cccc(C(=O)Nc2cccnc2Cl)c1,26,0.97,2,-12,-3,-21,-3,-1,1.2
S=C(NCc1ccc(Cl)cc1)Nc1ccc(Cl)cc1Cl,17,1.6,-62,-8,11,5,6,11,0.95
Nc1ccc(S(=O)(=O)NNC(=O)C(=O)NNc2ccccn2)cc1,0,0.73,27,-7,-11,-166,-12,-20,2.7*
O=C(CNC(=O)Cc1ccc(Cl)cc1)NCC(=O)N1CCCCC1,7,0.98,2,3,-1,2,4,-7,0.97
CC(OC(=O)CNC(=O)c1sc2ccccc2c1Cl)C(=O)NC1(C#N)CCCCC1 (centres undefined),13,1,-1,1,22,12,9,-17,0.88
Nc1ccc(S(=O)(=O)N2CCCc3ccccc32)cc1,-28,1.2,-16,8,18,-12,8,-4,1.1
O=[N+]([O-])c1ccc(N2CCN(c3ccc(O)cc3)CC2)cn1,12,0.93,7,8,0,20,-6,-8,0.8
O=C(Nc1ccccn1)c1ccc(NC(=O)c2ccco2)cc1,26,0.99,1,-8,0,1,16,-3,0.99
CN1CCc2c(sc3c2C(=O)NC(c2ccccc2)N3)C1 (centres undefined),8,0.86,14,-3,-2,9,4,-9,0.91
O=C(Nc1ccc(N2CCCCCC2)cc1)c1cccc(S(=O)(=O)N2CCOCC2)c1,11,1.1,-5,27,14,2,18,-9,0.98
COc1cc(CNCCO)cc(Br)c1OCc1cccs1,5,0.96,4,1,-5,2,7,-2,0.98
CN(CCO)C(=O)CCC(=O)Nc1ccc(S(N)(=O)=O)cc1,19,1.1,-8,0,6,-5,17,6,1.1
COc1cc(N2C(=O)CSC2=S)cc(OC)c1OC,58*,0.85,15,7,-10,-6,-1,-1,1.1
COc1ccc(/C=C2\CCOC2=O)cc1,5,1,-2,-3,9,4,-4,9,0.96
CC1(C)CC(=O)N(CC(=O)O)c2ccccc2S1,-5,1,0,-17,0,12,-5,3,0.89
Cc1c(Cl)ccc2c(C(=O)NC(C)c3ccncc3)cc(-c3ccncc3)nc12 (centres undefined),4,0.89,11,14,26,-8,5,·,1.1
O=C(NCc1ccc(F)cc1)C1CCN(S(=O)(=O)c2cccc3nonc23)CC1,-7,1,0,4,-9,-8,-5,-4,1.1
CN(CC(=O)Nc1ccccc1C(F)(F)F)C(=O)c1cccc(-n2cccc2)c1,16,1.1,-5,-1,28,-12,1,7,1.1
O=C(COc1cccnc1[N+](=O)[O-])Nc1ncc(Cl)cc1Cl,20,0.82,18,0,17,6,3,-7,0.94
COC(=O)c1cnc2c(C(F)(F)F)cccc2c1OC,22,1.1,-9,6,-2,-27,-25,0,1.3
CC1CC(=O)N(CC(=O)Nc2cccc(F)c2)c2ccccc2S1(=O)=O (centres undefined),8,0.98,2,4,10,-10,3,20,1.1

Following part:
compound,NALP3 yeast inh,mIAP act,mIAP inh,Apaf-1 inh,tim10-1 inh,hIAP inh,TIM10 inh,ATG4B inh,hIAP act
COc1ccc(-c2nnc(SCC(=O)Nc3ccccc3OC)o2)cc1,28,0.97,2,6,5,-32,-4,-13,1.3
O=[N+]([O-])c1cc(S(=O)(=O)N2CCCC2)ccc1O,10,0.75,25,0,4,-2,-4,3,1
Cn1cc(/C=C(\NC(=O)c2ccccc2)C(=O)N2CCOCC2)c2ccccc21,2,0.91,9,2,7,-27,11,-11,1.3
CCCOc1ccc(C(=O)Nc2ccc(NC(=O)c3cccs3)cc2)cc1,3,1,-2,4,-29,10,1,-5,0.9
Cc1ccccc1OCCn1c(=S)[nH]c2c(N)ncnc21,8,0.86,14,1,9,14,2,4,0.86
CCc1noc(C)c1C(=O)N1CCN(S(=O)(=O)c2ccc(Cl)s2)CC1,4,1.1,-5,-3,17,12,9,5,0.88
CCC(=NCCc1ccc(OC)c(OC)c1)c1ccccc1O,11,1,-4,2,9,-2,3,-3,1
OCCC1CN(Cc2cccc3c2OCO3)CCN1C1CCCCC1 (centres undefined),-10,0.94,6,-12,5,11,5,-4,0.89
CCOC(=O)Oc1ccc2c(=O)c(Oc3cc(C)cc(C)c3)coc2c1,-10,1,0,9,39,-12,44*,12,1.1
NC(=O)C1(N2CCCCC2)CCN(C(=O)c2ccc(C#CC3(O)CCCCC3)cc2)CC1,15,0.94,6,-4,8,29,6,-2,0.71
CCN(CC)CCCNc1nc2cc(OC)c(OC)cc2c2nc(-c3ccccc3)nn12,22,0.98,2,31,26,5,32,-21,0.95
O=C(CCc1[nH]c2ccccc2c1Sc1ccccc1)NCCO,1,0.97,3,-4,17,6,3,-14,0.94
CC(C)(C)NC(=O)NC(=O)COC(=O)COc1ccc2c(c1)CCC2,-4,1.1,-7,13,23,6,3,-14,0.94
COc1ccc(COc2ccc(S(=O)(=O)N3CCCC3)cc2C(N)=O)cc1F,5,0.95,5,7,-9,-13,-9,3,1.1
CC1CCCC(NC(=O)c2ccc(COc3ccccc3)o2)C1C (centres undefined),12,1,-2,26,23,-6,10,2,1.1
Cc1ccc(S(=O)(=O)Cn2nnnc2C(C(C)C)N2CCSCC2)cc1 (centres undefined),10,0.99,1,-2,5,-8,16,-18,1.1
Oc1ccc2ccccc2c1N=Nc1ccc(F)cc1,14,0.76,24,2,10,25,0,7,0.75
Cc1ccnc(NC(=O)c2ccc(Cl)c(S(=O)(=O)N3CCCC3)c2)c1,-10,1,-1,6,34,-13,17,-3,1.1
CCC(NC(=O)c1ccc([N+](=O)[O-])cc1[N+](=O)[O-])c1ccccc1 (centres undefined),24,1.1,-9,16,20,-6,-3,1,1.1
CCCCCN(C(=O)CCC(=O)OCCOc1ccc(OC)cc1)c1c(N)n(CCCC)c(=O)[nH]c1=O,-1,1,0,8,18,-11,18,2,1.1
CCc1sc(-c2c(C#N)c(N)nc3c2CCCCCC3)cc1[N+](=O)[O-],11,0.9,10,25,18,10,10,23,0.9
CC1=C(C(=O)Nc2ccccc2)C(c2ccc(Cl)cc2)n2c(s/c(=C/c3cccc(OCC(=O)O)c3)c2=O)=N1 (centres undefined),25,0.84,16,13,33,9,26,27,0.91
COc1ccc(OC)c(C(=O)COC(=O)c2ccc([N+](=O)[O-])o2)c1,24,0.95,5,7,23,11,21,-19,0.89
O=C(O)/C=C\C(=O)Nc1ccc(OC(F)F)cc1,17,1.1,-10,6,2,6,7,-1,0.94
Cc1ccc(S(=O)(=O)NC(=O)Nc2nnc(C3CC3)s2)cc1,10,1.1,-6,4,13,-6,8,2,1.1
CC(NCCC1(C(C)C)CCOC(C)(C)C1)c1cccs1 (centres undefined),-4,1,-2,-6,8,13,18,-4,0.87
CC(C)Cn1c(N)c(C(=O)COC(=O)CC23CC4CC(CC(C4)C2)C3)c(=O)n(C)c1=O,9,1.2,-16,20,24,-15,18,-9,1.1
O=C(CCl)c1cc2c3c(c1)CC(=O)N3CCC2,-72,0.79,21,7,3,7,21,4,0.93
COCCn1cnnc1SCC(=O)Nc1ccc(Br)cc1F,17,0.92,8,-3,7,10,4,5,0.9
O=C(O)CC(NS(=O)(=O)c1ccc(Br)cc1)c1ccco1 (centres undefined),-10,1.1,-6,-23,8,-2,0,-1,1

NALP3 yeast inh: entries above that show a hit
| mol | NALP3 yeast inh | mIAP act | mIAP inh | hIAP inh | ATG4B inh | hIAP act |
| --- | --- | --- | --- | --- | --- | --- |
| COc1cc(N2C(=O)CSC2=S)cc(OC)c1OC | 58* | 0.85 | 15 | -6 | -1 | 1.1 |

Next part.
compound,NALP3 yeast inh,mIAP act,mIAP inh,Apaf-1 inh,tim10-1 inh,hIAP inh,TIM10 inh,ATG4B inh,hIAP act
Cc1ccc(C(=O)CCC(=O)OCc2nnc(-c3ccccc3)o2)cc1,12,1,-4,1,25,1,-5,4,0.99
Cc1ccc(Cn2ccc(NC(=O)c3cc(-c4ccco4)on3)n2)cc1,19,0.93,7,-1,10,-8,-7,6,1.1
COc1cc(/C=N/NC(=O)C2COc3ccccc3O2)ccc1O (centres undefined),-11,0.96,4,-24,12,-5,18,31,1.1
O=C(NCCN1C(=O)S/C(=C\c2ccc(Cl)c([N+](=O)[O-])c2)C1=O)C1=COCCO1,26,0.89,11,11,7,-11,-24,1,1.1
N#CCCN(C(=O)COC(=O)CCN=C1NS(=O)(=O)c2ccccc21)c1ccc(F)cc1,17,1,-2,-6,-12,0,-2,-15,0.99
Nc1c(Br)cc2oc(-c3ccccc3)nc2c1Br,-5,1,0,-10,11,17,16,4,0.83
COCCN(CCOC)S(=O)(=O)c1ccc(Cl)nc1,-4,1,-4,-10,-3,-2,2,-2,1
CN(Cc1ccccc1)S(=O)(=O)c1ccc(Cl)c(C(=O)OCC(=O)NC2CCS(=O)(=O)C2)c1 (centres undefined),-1,1,-4,-1,11,2,5,-17,0.98
N#Cc1cnn2c(C(F)(F)F)c3c(nc12)CCCC3,-5,0.97,3,-3,22,12,10,3,0.88
CCOC(=O)c1cc(-c2ccco2)nn1-c1ccc(C)cc1,26,0.98,2,11,10,18,14,6,0.82
CCOc1cc(Br)c(C=O)cc1OCC,14,0.97,3,-12,3,-17,19,-4,1.2
Cc1csc2c(SCC(=O)NNC(=O)C(Cl)Cl)ncnc12,11,0.71,29,-22,5,-18,12,-6,1.2
CC(=O)N1c2c(cc(Br)cc2S(=O)(=O)NCc2ccc3c(c2)OCO3)CC1C (centres undefined),5,0.94,6,2,17,12,-5,-15,0.88
Oc1ccc(Cl)cc1C=NCCc1ccccc1,11,0.98,2,-7,18,-6,-5,43*,1.1
O=C(CSc1ncnc2c1oc1ccccc12)NCc1ccco1,20,0.86,14,-11,0,-10,11,-5,1.1

One compound at a time (already shown). Values in the order: NALP3 yeast inh | mIAP act | mIAP inh | Apaf-1 inh | tim10-1 inh | hIAP inh | TIM10 inh | ATG4B inh | hIAP act
CCC(=NCCc1ccc(OC)c(OC)c1)c1ccccc1O across the screens: 11 | 1 | -4 | 2 | 9 | -2 | 3 | -3 | 1
CC(NCCC1(C(C)C)CCOC(C)(C)C1)c1cccs1 (centres undefined) across the screens: -4 | 1 | -2 | -6 | 8 | 13 | 18 | -4 | 0.87

Source: PubChem (Sanford-Burnham Center for Chemical Genomics)
